proKLK7 act: proKLK7 (human) activation, primary screen. P49862. purified proKLK7, EDANS-DABCYL substrate fluorescence; 100% is mature enzyme control, 0% vehicle. activation, % at 7 µM. 0.9% of 370,000 active;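 active = activation above the mean of all tested compounds plus 3 SD, computed per campaign excluding outliers beyond control limits, cut at about 13% in these data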
Target sequence (P49862 whole entry, looked up): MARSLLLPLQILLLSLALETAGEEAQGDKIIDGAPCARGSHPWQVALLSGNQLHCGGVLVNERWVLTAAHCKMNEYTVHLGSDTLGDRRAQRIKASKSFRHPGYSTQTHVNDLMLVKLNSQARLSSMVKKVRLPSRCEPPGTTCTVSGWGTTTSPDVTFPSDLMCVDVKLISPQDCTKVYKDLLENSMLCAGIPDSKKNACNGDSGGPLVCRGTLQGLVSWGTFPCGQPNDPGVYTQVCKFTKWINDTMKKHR
Tn6 DDE FP: DD(E)-Tn6 binding inhibition, primary FP screen; P02675; Fibrin DD(E) TRITC-Tn6 fluorescence polarization displacement; inhibition, % at 8.3 µM; 0.21% of 370,000 active; AID 720509;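 active = inhibition above a per-campaign cutoff: mean of compounds within control limits plus 3 SD, cut at about 15% in these data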;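 also: 0% = median of all compound wells on the plate and 100% = blocking peptide control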
Tn7 DDE FP: inhibitors of Tn7 peptide binding to human fibrin DD(E) | FP displacement of FITC-Tn7 peptide from fibrin DD(E); 0% = median of compound wells per plate | AID 720508 | 0.13% of 370,000 active | inhibition, % at 8.3 µM | P02675;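 active = inhibition above the mean of compounds falling within the control limits plus 3 SD of them, cut at about 14% in these data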;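 also: 0% = plate median of compound wells and 100% = 10 µM Aha-Tn7 peptide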
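System: human fibrin DD(E); quantity: Fibrin-DD(E) at 2 µM final; also added: fluorescent Tn7 probe at 0.1 µM; compound dosing: single nominal test concentration of 8.3 µM per compound; schedule: 10 min preincubation, 3 h with tracer, room temperature; detection: fluorescence polarization of the labelled Tn7 tracer; repeats: one replicate per compound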
LEDGF integ inh: blocks HIV-1 LEDGF/p75-dependent DNA integration. 0.64% of 370,000 active. AID 743269. TR-FRET IN-LEDGF/p75 DNA integration, Eu/Cy5. inhibition, % at 3.7 µM;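 active = inhibition above the screen-wide mean plus 3 SD, cut at about 13% in these data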;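 also: signal is the Cy5 over europium emission ratio at 671 and 618 nm; 0% = plate median of compound wells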
ARFGAP1 inhibitor: inhibits rat ARF GTPase activating protein 1. 0.26% of 360,000 active. Arfgap1-stimulated ARF1 GTP hydrolysis, GDP FP detection. inhibition, % at 16.5 µM;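 active = inhibition above a per-plate limit, mean inhibition of low control wells plus 3 SD, cut at about 25% in these data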;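 also: 0% = DMSO wells with enzyme and 100% = wells lacking Arfgap1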
Target sequence (Q62848 1-136 limits assumed): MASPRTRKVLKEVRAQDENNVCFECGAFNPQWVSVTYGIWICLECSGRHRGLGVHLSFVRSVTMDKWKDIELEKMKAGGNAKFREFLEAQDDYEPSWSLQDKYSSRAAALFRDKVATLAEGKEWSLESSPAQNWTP
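System: truncated rat Arfgap1 GAP domain / Medium: HEPES-based buffer, pH 7.5 / Also added: N-terminally truncated human ARF1-GTP substrate / Incubation: enzyme reaction 120 min at 25 °C after 20 min preincubation / Measured by: FP of antibody-bound GDP Alexa 633 tracer, ex 620/em 688 nm / Replicates: singlicate, each compound tested once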
PLCg1 inh: blocks human PLC-gamma1 enzyme activity | inhibition, % at 12.2 µM | P19174 | purified PLC-gamma1, fluorogenic substrate, fluorescence | AID 720700 | 0.84% of 370,000 active; in the data active = inhibition above about 9.5%
ADAM17 inh: inhibitors of human ADAM17 | inhibition, % at 6.95 µM | AID 720648 | recombinant ADAM17, EDANS/DABCYL FRET peptide cleavage | P78536 | 0.83% of 370,000 active;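 active = inhibition above the mean of compounds lying between control limits plus 3 SD, set per campaign, cut at about 8.5% in these data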;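 also: 0% = DMSO-only wells as the low control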
ASAP1 inh: ASAP1 ArfGAP inhibition | Q9ULH1 | ASAP1-stimulated ARF1 GTP hydrolysis, GDP FP detection | inhibition, % at 16.5 µM | 0.19% of 360,000 active; in the data active = inhibition above about 25%;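 also: 0% = vehicle with enzyme and substrate and 100% = no enzyme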
Target sequence (Q9ULH1 325-724 limits assumed): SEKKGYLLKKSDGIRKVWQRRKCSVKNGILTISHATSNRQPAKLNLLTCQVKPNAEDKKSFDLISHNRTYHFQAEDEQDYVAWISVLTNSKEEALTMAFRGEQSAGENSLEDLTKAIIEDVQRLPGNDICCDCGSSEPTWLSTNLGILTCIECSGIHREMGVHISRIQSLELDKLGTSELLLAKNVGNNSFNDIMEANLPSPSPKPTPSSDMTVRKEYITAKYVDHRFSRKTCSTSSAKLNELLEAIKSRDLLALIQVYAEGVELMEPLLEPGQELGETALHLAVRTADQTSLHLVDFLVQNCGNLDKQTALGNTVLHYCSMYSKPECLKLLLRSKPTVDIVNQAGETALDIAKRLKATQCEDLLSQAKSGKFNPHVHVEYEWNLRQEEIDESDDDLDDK
ADAM10 inh: ADAM10 inhibition, QFRET primary screen; recombinant ADAM10, EDANS/DABCYL FRET peptide cleavage, 3 h; 0.62% of 370,000 active; AID 720582; inhibition, % at 7 µM; O14672;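 active = inhibition above a per-campaign cutoff equal to the mean of compounds falling between control-based bounds plus 3 SD, cut at about 20% in these data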;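 also: 0% = DMSO wells while the 100% control is not disclosed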
TDP2 inh: blocks human TDP2 phosphodiesterase activity. inhibition, % at 12.8 µM. 0.34% of 370,000 active. O95551. recombinant TDP2, T5PNP hydrolysis, p-nitrophenol absorbance 415 nm. AID 720702;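 active = inhibition above the mean of all tested compounds plus 3 SD, set per campaign, cut at about 25% in these data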;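 also: 0% = DMSO with enzyme and 100% = buffer with substrate but no TDP2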
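Evaluation: % inhibition relative to enzyme-containing and enzyme-free wells. Material: recombinant human TDP2. Benchmarks: enzyme-free and DMSO wells. Timing: enzyme reaction with compound for 2 h at 37 °C. Compound dosing: 12.8 µM only. Measured by: p-Nitrophenol epi absorbance. Reagent: T5PNP substrate at 5 mM, a TopII-DNA adduct mimic. Replication: single well per compound.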
Starred values were filed as active, the others as inactive.

Preview, 4 compounds:
For C/C(=N\NC(=O)c1ccc(Cl)cc1)c1cccnc1 the results were proKLK7 act 0.2, Tn6 DDE FP 3, Tn7 DDE FP 0, LEDGF integ inh -3, ARFGAP1 inhibitor 9, PLCg1 inh -11, ADAM17 inh -4, ASAP1 inh -2, ADAM10 inh 8 and TDP2 inh -6.
COc1ccc(NC(=O)C2CCCN(C(=O)Nc3ccc(OC)cc3)C2)cc1 (stereo unspecified) was read as proKLK7 act -0.5, Tn6 DDE FP 0, Tn7 DDE FP -2, LEDGF integ inh -3, ARFGAP1 inhibitor 6, PLCg1 inh 2, ADAM17 inh -3, ASAP1 inh 12, ADAM10 inh -1 and TDP2 inh -1.
`O=C(CSc1ccc2nnc(-c3ccc(F)cc3)n2n1)NCc1ccco1` gave proKLK7 act 1.4, Tn6 DDE FP 6, Tn7 DDE FP -4, LEDGF integ inh 5, ARFGAP1 inhibitor 13, PLCg1 inh -69, ADAM17 inh -10, ASAP1 inh 3, ADAM10 inh -44 and TDP2 inh -11.
CCC(C)NC(=O)c1cc(-c2ccc3c(c2)OCO3)on1 (stereo unspecified) was read as proKLK7 act -0.6, Tn6 DDE FP 5, Tn7 DDE FP 4, LEDGF integ inh -3, ARFGAP1 inhibitor -8, PLCg1 inh -5, ADAM17 inh -5, ASAP1 inh -1, ADAM10 inh -1 and TDP2 inh -1.

All compounds of this part, from the first entry:
For C/C(=N\NC(=O)c1ccc(Cl)cc1)c1cccnc1 the results were proKLK7 act 0.2, Tn6 DDE FP 3, Tn7 DDE FP 0, LEDGF integ inh -3, ARFGAP1 inhibitor 9, PLCg1 inh -11, ADAM17 inh -4, ASAP1 inh -2, ADAM10 inh 8 and TDP2 inh -6.
COc1ccc(NC(=O)C2CCCN(C(=O)Nc3ccc(OC)cc3)C2)cc1 (stereo unspecified) was read as proKLK7 act -0.5, Tn6 DDE FP 0, Tn7 DDE FP -2, LEDGF integ inh -3, ARFGAP1 inhibitor 6, PLCg1 inh 2, ADAM17 inh -3, ASAP1 inh 12, ADAM10 inh -1 and TDP2 inh -1.
`O=C(CSc1ccc2nnc(-c3ccc(F)cc3)n2n1)NCc1ccco1` gave proKLK7 act 1.4, Tn6 DDE FP 6, Tn7 DDE FP -4, LEDGF integ inh 5, ARFGAP1 inhibitor 13, PLCg1 inh -69, ADAM17 inh -10, ASAP1 inh 3, ADAM10 inh -44 and TDP2 inh -11.
CCC(C)NC(=O)c1cc(-c2ccc3c(c2)OCO3)on1 (stereo unspecified) was read as proKLK7 act -0.6, Tn6 DDE FP 5, Tn7 DDE FP 4, LEDGF integ inh -3, ARFGAP1 inhibitor -8, PLCg1 inh -5, ADAM17 inh -5, ASAP1 inh -1, ADAM10 inh -1 and TDP2 inh -1.
For O=c1cc[nH]c2c(Cl)cccc12 the results were proKLK7 act -0.3, Tn6 DDE FP -14, Tn7 DDE FP -4, LEDGF integ inh 3, ARFGAP1 inhibitor 0, PLCg1 inh 4, ADAM17 inh -1, ASAP1 inh -9, ADAM10 inh 5 and TDP2 inh 2.
Screening CCCNC(=O)NC(=O)COC(=O)CC(NC(N)=O)c1ccc(Cl)cc1 (stereo unspecified) returned proKLK7 act -0.3, Tn6 DDE FP -8, Tn7 DDE FP -4, LEDGF integ inh -4, ARFGAP1 inhibitor 20, PLCg1 inh 4, ADAM17 inh -4, ASAP1 inh 1, ADAM10 inh -6 and TDP2 inh -11.
`CCn1nnc2cc(C(=O)Nc3ccc(C(=O)OC(C)C)cc3)ccc21` gave proKLK7 act 0.1, Tn6 DDE FP -3, Tn7 DDE FP 0, LEDGF integ inh -6, ARFGAP1 inhibitor 12, PLCg1 inh -6, ADAM17 inh -12, ASAP1 inh -2, ADAM10 inh -27 and TDP2 inh -5.
Cc1csc(NC(=O)c2ccc(Cl)cc2[N+](=O)[O-])n1 was read as proKLK7 act -0.3, Tn6 DDE FP 6, Tn7 DDE FP 1, LEDGF integ inh -1, ARFGAP1 inhibitor -8, PLCg1 inh 1, ADAM17 inh -1, ASAP1 inh -4, ADAM10 inh -6 and TDP2 inh 0.
`NNC(=O)c1cc(C2CC2)nc2ccc(Br)cc12` gave proKLK7 act -0.8, Tn6 DDE FP -7, Tn7 DDE FP -6, LEDGF integ inh 6, ARFGAP1 inhibitor 14, PLCg1 inh 1, ADAM17 inh 2, ASAP1 inh -1, ADAM10 inh 7 and TDP2 inh 0.
For CCOc1ccc2oc(C(=O)Nc3nccs3)c(C)c2c1 the results were proKLK7 act -0.5, Tn6 DDE FP 0, Tn7 DDE FP -5, LEDGF integ inh 1, ARFGAP1 inhibitor -12, PLCg1 inh -4, ADAM17 inh -6, ASAP1 inh 3, ADAM10 inh -8 and TDP2 inh -19.
CCCCN(CCCC)CCNC(=O)CN1C(=O)COc2ccc(S(=O)(=O)N3CCC(C)CC3)cc21 was read as proKLK7 act 0.2, Tn6 DDE FP 1, Tn7 DDE FP 3, LEDGF integ inh 0, ARFGAP1 inhibitor 2, PLCg1 inh -1, ADAM17 inh -1, ASAP1 inh -4, ADAM10 inh -2 and TDP2 inh 4.
For COc1ccc(/C=N/n2c(-c3ccccc3)n[nH]c2=S)cc1 the results were proKLK7 act -0.3, Tn6 DDE FP 2, Tn7 DDE FP 1, LEDGF integ inh 0, ARFGAP1 inhibitor 4, PLCg1 inh -1, ADAM17 inh 1, ASAP1 inh -4, ADAM10 inh 5 and TDP2 inh 1.
For COc1cccc(-c2noc(C3CCCN(S(=O)(=O)c4cccc(Cl)c4C)C3)n2)c1 (stereo unspecified) the results were proKLK7 act 0.4, Tn6 DDE FP -3, Tn7 DDE FP 4, LEDGF integ inh 5, ARFGAP1 inhibitor 9, PLCg1 inh 12*, ADAM17 inh 1, ASAP1 inh 0, ADAM10 inh 4 and TDP2 inh -12.
Screening COC(=O)C1CCN(C(=O)c2ccc(OC)c(S(=O)(=O)N3CCCc4ccccc43)c2)CC1 returned proKLK7 act -0.1, Tn6 DDE FP 2, Tn7 DDE FP 11, LEDGF integ inh -3, ARFGAP1 inhibitor 0, PLCg1 inh -2, ADAM17 inh -6, ASAP1 inh 6, ADAM10 inh -7 and TDP2 inh 2.
For CC(=O)N1c2c(cc(Br)cc2S(=O)(=O)NCc2cccnc2)CC1C (stereo unspecified) the results were proKLK7 act -0.2, Tn6 DDE FP -2, Tn7 DDE FP 5, LEDGF integ inh -2, ARFGAP1 inhibitor 0, PLCg1 inh 0, ADAM17 inh -3, ASAP1 inh -8, ADAM10 inh -16 and TDP2 inh -2.
CCc1ccc(/C(C)=N/NS(=O)(=O)c2ccc(OC)cc2)s1 was read as proKLK7 act 0.0, Tn6 DDE FP -2, Tn7 DDE FP 5, LEDGF integ inh -7, ARFGAP1 inhibitor 4, PLCg1 inh -2, ADAM17 inh -4, ASAP1 inh 14, ADAM10 inh 3 and TDP2 inh -11.
Screening O=C1C2C(c3ccccc3)C=CC(c3ccccc3)C2C(=O)N1CCO (stereo unspecified) returned proKLK7 act -0.1, Tn6 DDE FP 0, Tn7 DDE FP 3, LEDGF integ inh 4, ARFGAP1 inhibitor -20, PLCg1 inh -4, ADAM17 inh -5, ASAP1 inh -9, ADAM10 inh 1 and TDP2 inh 9.
`COc1ccc(NC(=S)NC2CC3CCC2C3)c(OC)c1` (stereo unspecified) gave proKLK7 act 0.2, Tn6 DDE FP 9, Tn7 DDE FP 4, LEDGF integ inh -2, ARFGAP1 inhibitor -12, PLCg1 inh -6, ADAM17 inh -2, ASAP1 inh 7, ADAM10 inh -13 and TDP2 inh -10.
`COc1cc(CN2c3ccccc3C(=O)CS2(=O)=O)cc(OC)c1` gave proKLK7 act 0.4, Tn6 DDE FP 8, Tn7 DDE FP 7, LEDGF integ inh 0, ARFGAP1 inhibitor -3, PLCg1 inh -7, ADAM17 inh 2, ASAP1 inh 1, ADAM10 inh 11 and TDP2 inh 3.
For Cc1cc(Cl)cc(Br)c1OCCCN1C(=O)NC(C)(C)C1=O the results were proKLK7 act -0.2, Tn6 DDE FP 4, Tn7 DDE FP 0, LEDGF integ inh -3, ARFGAP1 inhibitor -2, PLCg1 inh 1, ADAM17 inh 6, ASAP1 inh 3, ADAM10 inh 4 and TDP2 inh -11.
`Cn1c(N)c(C(=O)COC(=O)c2cc(C(F)(F)F)nc3ccccc23)c(=O)n(C)c1=O` gave proKLK7 act 0.2, Tn6 DDE FP 0, Tn7 DDE FP -2, LEDGF integ inh 0, ARFGAP1 inhibitor -4, PLCg1 inh 0, ADAM17 inh -2, ASAP1 inh 5, ADAM10 inh 2 and TDP2 inh 6.
For Cc1c(NC(=O)c2ccc3c(c2)OCO3)cccc1-c1nc2ccccc2o1 the results were proKLK7 act 0.4, Tn6 DDE FP 0, Tn7 DDE FP 0, LEDGF integ inh 0, ARFGAP1 inhibitor 6, PLCg1 inh 7, ADAM17 inh 5, ASAP1 inh 7, ADAM10 inh -3 and TDP2 inh -6.
For CCOc1ccc(/C(C)=N\NC(=O)Cc2ccccc2)cc1 the results were proKLK7 act 0.5, Tn6 DDE FP 4, Tn7 DDE FP 4, LEDGF integ inh -2, ARFGAP1 inhibitor 0, PLCg1 inh -3, ADAM17 inh -5, ASAP1 inh -15, ADAM10 inh -6 and TDP2 inh -1.
Screening Nc1ccc(N2CCCCC2)c2nonc12 returned proKLK7 act 0.3, Tn6 DDE FP 7, Tn7 DDE FP 3, LEDGF integ inh 56*, ARFGAP1 inhibitor 6, PLCg1 inh 34*, ADAM17 inh 6, ASAP1 inh 25*, ADAM10 inh -3 and TDP2 inh 82*.
CC(C)N(Cc1ccccc1)C(=O)COC(=O)C1CCN(c2ccc(C(F)(F)F)cn2)CC1 was read as proKLK7 act -0.2, Tn6 DDE FP 0, Tn7 DDE FP -2, LEDGF integ inh -1, ARFGAP1 inhibitor 23, PLCg1 inh -2, ADAM17 inh 6, ASAP1 inh -3, ADAM10 inh -8 and TDP2 inh -2.
O=C(NCc1cccc(Cl)c1)C1CCC(=O)N(CC2CCCCC2)C1 (stereo unspecified) was read as proKLK7 act -0.1, Tn6 DDE FP 0, Tn7 DDE FP -2, LEDGF integ inh 0, ARFGAP1 inhibitor 5, PLCg1 inh 1, ADAM17 inh -4, ASAP1 inh -2, ADAM10 inh -12 and TDP2 inh -5.
For O=C(COc1ccc(-n2cnnn2)cc1)Nc1ccccc1Cl the results were proKLK7 act -0.1, Tn6 DDE FP -7, Tn7 DDE FP 4, LEDGF integ inh 2, ARFGAP1 inhibitor 1, PLCg1 inh -1, ADAM17 inh -2, ASAP1 inh -4, ADAM10 inh -3 and TDP2 inh 5.

Compound activity (PubChem)
